Hep lipid drop = inhibitors of hepatocyte lipid droplet formation, primary screen, imaging, high-throughput imaging, BODIPY stain; AML12 mouse hepatocytes, oleate lipid droplets; inhibition, % at 6.5 µM; 0.4% of 240,000 active;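 active = lipid droplet intensity inhibited by at least 50%, with more than 500 cells counted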
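Material: mouse AML12 hepatocyte cell line, fixed after treatment; Timing: compound with oleate, overnight; Technique: high-content imaging of BODIPY-stained droplets and DAPI nuclei; Probe or stimulus: oleate, 100 µM final; Dosing: compound at 6.5 µM only.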
Insulin prom up = insulin promoter activators in MIN6 cells, imaging, high-content screening, mouse beta cells; MIN6 insulin promoter-GFP reporter; stronger effect = higher value; z-score at 5 µM; 0.3% of 190,000 active; AID 1625, 2009;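 active = z-score above 3 at 5 µM with at least 500 cells counted in the well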
Dynein cargo inh = inhibitors of GR-EGFP nuclear translocation, primary screen, dynein cargo transport inhibitor project, imaging, high-content, 3617.4 mouse cells | test concentration mostly 20 µM; stimulated with dexamethasone, 1 µM; stronger effect = lower value | z-score, hits read low | 0.47% of 220,000 active | AID 1381, 2008;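 active = plate z-score of nuclear minus cytoplasmic receptor signal below a set negative limit, without overly bright fluorescence or cell loss, cut at about -3.5 in these data, passing the limit was not always enough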;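 also: z-score of nuclear minus cytoplasmic ring GR-EGFP intensity difference per well; some compounds called inactive have numbers as strong as hits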
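medium = tetracycline-free induction medium containing charcoal-stripped FBS | probe or stimulus = dexamethasone, 1.0 µM final | timing = 48 h induction, then 1 h compound, then 30 min agonist, 37 °C | detection = automated 10x imaging of fixed Hoechst-stained cells | read-out basis = nuclear versus cytoplasmic GR-EGFP signal, averaged per well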
MT stabilize HCS = microtubule stabilizers in HeLa cells, primary screen, imaging, high-content imaging; HeLa tubulin immunostaining HCS, 24 h; share of cells brighter than vehicle mean+2SD; 0.83% of 200,000 active; % tubulin-high responders, % at 10 µM;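 active = plate Z-score above 3 for both tubulin-high and condensed-nucleus cell shares, with cell loss under 80%, at 10 µM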;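 also: anti alpha tubulin signal scored within the nucleus-defined area of each cell; some results filed as inactive read as strong as hits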
HEK293 NOD2/NF-kB = NOD2 signaling inhibitors, cell-based, luminescence, uHTS, HEK293 (AID 1566). HEK293 NOD2/NF-kB luciferase reporter, luminescence; higher % means a stronger effect. inhibition, % at 4 µM; hits with a dose series show EC50 in µM. 0.63% of 290,000 active; in the data active = inhibition above about 50%; also: many of its hits are not listed in these tables
Yfh1-depleted yeast = enhancers of respiration in Yfh1-depleted yeast, dose response, Friedreich's ataxia, plus single-dose screen (AID 1465); S. cerevisiae Yfh1-off respiration, WST-1 reduction, 72 h; higher fold induction means a stronger effect; one-dose fold induction at 50 µM; EC50 in µM for titrated hits; 0.074% of 220,000 active;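 active = fold induction of absorbance versus untreated yeast above a set limit, then at least 30% activation at any dose in follow-up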;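 also: activators that raise dye reduction in frataxin-depleted yeast; strong numbers were not always called active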
WT yeast gro inh = growth inhibition of WT strain, primary screen, mitochondrial fusion inhibitor project, WT and mutant strains, chemical genetic; inhibition, % at 10 µM; 2.1% of 190,000 active; mitochondrial fusion phenotypic screen; in the data active = inhibition above about 58%; tested in S. cerevisiae
Autophagy HCS = autophagy modulators in MEF cells, primary screen, imaging, high-content, MEF GFP-LC3. MEF GFP-LC3 puncta imaging; test concentration mostly 10 µM. calls only at 10 µM (by protocol). 0.98% of 190,000 active. AID 463193, 2010;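 active = percentage of spot-positive cells more than 3 SD above its plate mean, without a fluorescence outlier flag or 80% toxicity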;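 also: spot-positive cell cutoff set from DMSO-treated cells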
b-catenin transl = modulators of beta-catenin nuclear translocation, primary screen, imaging, HeLa cells, immunofluorescence, high-content; nuclear translocation activity, % at 5 µM; 0.3% of 190,000 active;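 active = nuclear translocation activity above 50% at 5 µM, with a well cell count of 50 or more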;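 also: per-cell ratio of nuclear to cytoplasmic median beta-catenin stain intensity; plate controls were DMSO negative control for no effect and GSK-3 inhibitor IX positive control for full effect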
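Technique: fluorescence imaging of beta-catenin antibody stain plus DAPI / Material: human HeLa cell line / Incubation: compound treatment 24 h, 37°C, 5% CO2 / Read-out basis: % activation of per-cell nuclear versus cytoplasmic median beta-catenin signal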
WT yeast gro inh mutant strain = recorded beside WT yeast gro inh, whose call it bears; inhibition, %; mitochondrial fusion phenotypic screen, mutant strain inhibition
Dynein cargo inh cytoplasmic EGFP = further read-out of Dynein cargo inh, marked with its call; z-score; measured here: cytoplasmic GR-EGFP intensity; stronger effect = higher value
Dynein cargo inh nuclear GR-EGFP = further read-out of Dynein cargo inh, marked with its call; z-score; measured here: nuclear GR-EGFP intensity;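 lower value marks the stronger effect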
Dynein cargo inh cell count = recorded beside Dynein cargo inh, whose call it bears; z-score; measured here: cell count per field
Insulin prom up cell count = further read-out of Insulin prom up, marked with its call; cell count; measured here: cytotoxicity, nuclei count;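 total cells summed across four imaged fields per well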
Hep lipid drop cells 6.5 µM = second read-out of Hep lipid drop, no call of its own (marks repeat the call); cell count; measured here: cell count, cytotoxicity flag;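 cells counted across two imaged fields per well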
b-catenin transl cell count 5 µM = recorded beside b-catenin transl, whose call it bears; cell count; measured here: cell count, cytotoxicity flag
MT stabilize HCS Hoechst-high % = second read-out of MT stabilize HCS, no call of its own (marks repeat the call); % Hoechst-high responders; measured here: nuclear condensation Hoechst responders;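 share of cells brighter than vehicle mean plus two SD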
MT stabilize HCS cytotoxicity % = second read-out of MT stabilize HCS, no call of its own (marks repeat the call); toxicity, %; measured here: cytotoxicity by cell density;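 0% = mean cell density of plate MIN control wells and 100% = no cells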
Autophagy HCS cell loss 18 h = recorded beside Autophagy HCS, whose call it bears; toxicity, %; measured here: cell loss, nuclei count;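 cell loss after 18 h compound exposure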
* hit, by the source's call; i = inactive; . = no result given.

SMILES	Hep lipid drop	Hep lipid drop cells 6.5 µM	Insulin prom up	Insulin prom up cell count	Dynein cargo inh	Dynein cargo inh cytoplasmic EGFP	Dynein cargo inh nuclear GR-EGFP	Dynein cargo inh cell count	MT stabilize HCS	MT stabilize HCS Hoechst-high %	MT stabilize HCS cytotoxicity %	HEK293 NOD2/NF-kB	Yfh1-depleted yeast	WT yeast gro inh	WT yeast gro inh mutant strain	Autophagy HCS	Autophagy HCS cell loss 18 h	b-catenin transl	b-catenin transl cell count 5 µM
COc1ccc2c(c1)c(=O)c(C(=O)c1ccccc1)cn2Cc1ccc(C)cc1	-10	707	0.15	1234	-0.58	-0.27	0.45	0.2	22*	21*	31*	3%	i	26	-10	i	16	4.7	558
CC(=O)Nc1ccc(S(=O)(=O)N(CCCN2CCOCC2)Cc2cccs2)cc1	25	718	0.42	1146	0.16	-0.22	0.0013	-0.43	2.5	2.6	7.7	13%	i	-11	-10	i	2	-0.5	1114
CC(C)CCn1nnnc1C(c1ccc(F)cc1)N1CCN(C(=O)c2ccco2)CC1 (stereo not drawn)	.	.	-0.07	1690	0.19	-0.33	0.26	-0.41	1.9	1.4	6.5	22%	i	11	16	i	18	-0.5	1386
CCCCc1nc2ccccc2c(NC(=O)CN2CCN(C)CC2)c1CCC	-9	754	0.45	1323	1.1	-0.3	1.1	0.14	1.7	3.2	12	-8%	i	-12	-14	i	11	-1.1	573
Cc1noc(C)c1COc1cccc(C(=O)Nc2ccc(C#N)cc2)c1	5	754	-0.5	1134	1.3	-0.24	0.86	0.11	2.6	1.9	3.4	14%	i	26	16	i	4	.	.
COc1ccc(Cl)cc1NC(=O)CN1CCC(n2nnc3cc(F)ccc32)CC1	.	.	-2.1	1071	-0.028	-0.23	-0.21	0.39	1.8	2.3	9.0	-4%	i	16	-6	i	3	-4.5	820
CCOCCNC(=O)c1ccc2c3c(cccc13)CC2	-5	680	0.73	895	-0.56	0.23	-0.036	0.22	2.2	0.9	7.3	8%	i	13	13	i	-13	.	.
N#CC1=C(N)C(C#N)(C#N)[C@H](c2c(F)cccc2F)[C@H]2CC3(CC=C12)OCCO3	.	.	1.7	1253	-1.6	0.63	-0.73	1.3	26*	12*	37*	-9%	i	35	21	i	8	-2.5	607
COc1c(Cl)cc(Cl)cc1C(=O)Nc1ccc(CN2CCCCC2)cc1	-20	636	0.83	1394	-0.19	0.86	0.17	-0.0049	1.9	1.4	4.4	-43%	i	10	34	i	0	-0.6	1530
CC(C)CCC(C)N=Cc1c(O)n(Cc2ccccc2)c(=O)c2ccccc12 (stereo not drawn)	-21	726	-0.02	894	0.16	-0.22	-0.12	0.37	3.3	2.7	3.8	-3%	i	15	5	i	-41	-3.0	1205
COc1ccc(C(=O)COC(=O)CSCc2c(C)noc2C)cc1OC	.	.	1.3	1251	0.42	-0.31	0.38	-0.72	6.1	1.8	1.5	15%	i	-3	9	i	11	-6.8	909
COc1ccc(-c2nnc(SCc3c(C)noc3C)o2)cc1	19	738	0.06	1221	1.3	-0.12	0.19	-1.4	1.8	2.6	3.8	-9%	i	-14	5	i	4	.	.
O=Cc1cnc(N2CCCCC2)s1	-12	664	0.2	1697	-1	-0.29	0.012	0.82	4.5	2.7	6.4	-30%	i	-7	11	i	-8	-5.9	1141
CCOC(=O)CCCCC(=O)NC(CO)C(=O)NC (stereo not drawn)	-2	602	0	1350	-0.74	-0.26	-0.36	1.3	3.0	2.6	4.5	-7%	i	7	29	i	-2	-0.5	1075
Nc1ccccc1SCC(=O)Nc1nccs1	-12	545	-0.71	1493	-0.29	-0.27	0.0063	-0.11	2.4	1.4	2.3	20%	i	6	3	i	15	-1.3	977
CCc1nc2c(c(=O)c3ccccc3n2C)c(=O)n1C1CCCCCC1	1	691	0.13	1253	-0.4	-0.25	-0.21	0.66	2.1	1.8	7.7	0%	i	14	-3	i	11	2.5	478
Cc1csc(SC(C)C(=O)Nc2ccc(Cl)cn2)n1 (stereo not drawn)	.	.	-0.38	1459	0.24	-0.13	0.31	-0.49	2.1	2.4	4.7	16%	i	-14	-24	i	-2	-0.4	1360
O=C(CSCc1ccc(Cl)cc1)N1CCCCC1	-21	764	-0.19	835	-0.64	0.15	-0.47	0.29	1.4	1.6	13	-50%	i	4	4	i	4	.	.
Cc1nn(CCO)c(N)c1C1(O)C(=O)Nc2c(Cl)cc(Cl)cc21 (stereo not drawn)	1	661	0.25	1267	1	-0.2	0.11	-0.22	1.8	1.3	6.1	9%	i	-7	-18	i	-8	-2.9	1120
Cc1c(C(=O)Nc2ccc(F)cc2)nnn1-c1cccc(C(F)(F)F)c1	5	757	0.32	1287	-0.78	-0.3	-0.56	0.87	1.9	2.2	7.2	-2%	i	-10	9	i	7	-0.5	1109
CS(=O)(=O)c1ccc(C(=O)Nc2ccccc2N2CCOCC2)c(Cl)c1	7	724	0.04	1209	-0.77	-0.35	-0.048	1.3	7.1	1.3	11	-5%	i	-2	22	i	3	-3.6	1113
COC(=O)C(C(=O)Nc1ccccc1C)C1CCCCCC1 (stereo not drawn)	-6	717	-0.5	1478	0.56	-0.26	0.2	0.19	2.1	2.2	5.1	-4%	i	-3	6	i	-31	7.3	1026
CC1CCN(S(=O)(=O)c2cccc(C(=O)Nc3ccccn3)c2)CC1	-30	679	-0.56	1256	-1.5	-0.25	-0.62	-0.45	2.2	1.5	4.3	20%	i	10	1	i	-6	0.1	1129
CC(C(=O)Nc1ccccc1Sc1ccccc1)N(c1ccccc1)S(C)(=O)=O (stereo not drawn)	.	.	.	.	-0.83	-0.17	-0.5	-0.46	2.7	1.7	5.6	13%	i	22	21	i	16	.	.
CCN(CC)CCN(C(=O)c1ccc2c(c1)CCCC2)c1nc2ccc(F)cc2s1	-11	724	-1.1	1266	-1.1	-0.1	-0.68	0.43	2.7	2.1	6.9	-6%	i	37	18	i	4	0.5	1083
SMILES	Hep lipid drop	Hep lipid drop cells 6.5 µM	Insulin prom up	Insulin prom up cell count	Dynein cargo inh	Dynein cargo inh cytoplasmic EGFP	Dynein cargo inh nuclear GR-EGFP	Dynein cargo inh cell count	MT stabilize HCS	MT stabilize HCS Hoechst-high %	MT stabilize HCS cytotoxicity %	HEK293 NOD2/NF-kB	Yfh1-depleted yeast	WT yeast gro inh	WT yeast gro inh mutant strain	Autophagy HCS	Autophagy HCS cell loss 18 h	b-catenin transl	b-catenin transl cell count 5 µM
S=C(Nc1ccccc1)N1N=CCC1c1ccccc1 (stereo not drawn)	-28	717	-0.15	840	-0.45	-0.26	-0.42	0.74	2.9	2.0	6.0	-6%	i	27	31	i	3	-3.7	1216
Cc1ccc(NC(=S)Nc2c(C)n(C)n(-c3ccccc3)c2=O)cc1	-2	662	1.4	1394	-0.014	-0.23	0.0096	0.68	2.6	1.1	5.6	20%	i	2	1	i	-9	.	.
COc1ccc(CC(=O)c2c(O)cc(O)cc2O)cc1OC	-3	746	0.49	907	-0.048	-0.25	-0.23	0.88	2.2	1.9	8.0	10%	i	18	18	i	-41	-3.7	1114
Cc1ccc(NC(=O)c2nc[nH]c2C(=O)N[C@@H](C)c2ccccc2)cc1	2	717	-0.42	1429	0.14	-0.31	0.34	0.055	3.3	1.9	2.8	7%	i	74*	65*	i	-3	-2.2	1125
COc1ccc(/C=N/NC(=O)CNc2n[nH]c(=O)[nH]c2=O)cc1OC	12	681	-0.51	1419	-0.53	0.025	-0.31	-0.6	2.8	2.0	11	12%	i	-7	-2	i	1	-2.8	1153
CC(=O)Nc1cccc(-c2csc(Nc3cc(C)ccn3)n2)c1	.	.	0.24	1446	0.88	-0.15	1.2	-0.31	1.9	2.1	6.9	-152%	i	53	26	i	-25	-0.5	1303
CC(=O)/C(=C\N(C)C)Sc1ccc(C)cc1	26	738	-0.41	1111	-0.11	-0.31	0.42	0.55	.	.	.	18%	i	.	.	.	.	0.9	1292
CCN1CCCC1CNC(=O)C(=O)NC(C)c1ccccc1 (stereo not drawn)	-4	655	-0.32	1436	2.5	-0.23	1.6	-0.7	4.7	1.8	3.1	-8%	i	-15	-21	i	-3	-0.1	1035
CC(=O)Nc1ccc(OCC(O)Cn2c(CO)nc3ccccc32)cc1 (stereo not drawn)	6	676	-0.41	1318	-0.27	5	0.61	-0.89	3.5	2.2	4.0	12%	i	0	7	i	10	1.4	1057
O=C(Cc1ccccc1)N/N=C/c1ccc([N+](=O)[O-])s1	.	.	0.06	1187	0.22	0.35	0.95	0.2	4.4	1.3	2.6	34%	i	21	-14	i	-27	2.3	1397
CCOC(=O)c1c(NC(=O)CN2C(=O)NC3(CCCCCC3)C2=O)sc(C)c1-c1ccc(C)cc1	29	564	-0.8	1151	1.3	-0.32	0.3	-0.56	2.8	0.9	8.8	7%	i	3	-12	i	5	-1.3	938

A portion of the library; rates above refer to the full screens.
